TWEAK Fn14 block: TWEAK-Fn14 signaling inhibition; TWEAK-stimulated Fn14 reporter cells, luciferase luminescence, 8 h; inhibition, % at 10 µM; actives 2% (n = 360,000); AID 1159606; in the data active = inhibition above about 50%
TROY signal inh: blocks TROY-dependent signaling in reporter cells. Q293 LMP1-TROYcd NF-kB luciferase reporter, 4 h. inhibition, % at 10 µM. actives 0.98% (n = 360,000);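 active = compounds whose plate-normalised and pattern-corrected inhibition of the luciferase reporter signal at the single screening dose is 50% or more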
NR2F2 inh: blocks human COUP-TFII nuclear receptor; actives 0.7% (n = 370,000); HEK293T NGFI-A luciferase reporter, luminescence; P24468; inhibition, % at 8.6 µM;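 active = inhibition above a per-plate cutoff, mean inhibition of test wells between control levels plus 3 SD, cut at about 38% in these data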;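 also: cells cotransfected with COUP-TFII expression vector driving the NGFI-A reporter; 0% = median of COUP-TF2 test wells and 100% = reporter-only cells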
Target sequence (P24468 whole entry, looked up): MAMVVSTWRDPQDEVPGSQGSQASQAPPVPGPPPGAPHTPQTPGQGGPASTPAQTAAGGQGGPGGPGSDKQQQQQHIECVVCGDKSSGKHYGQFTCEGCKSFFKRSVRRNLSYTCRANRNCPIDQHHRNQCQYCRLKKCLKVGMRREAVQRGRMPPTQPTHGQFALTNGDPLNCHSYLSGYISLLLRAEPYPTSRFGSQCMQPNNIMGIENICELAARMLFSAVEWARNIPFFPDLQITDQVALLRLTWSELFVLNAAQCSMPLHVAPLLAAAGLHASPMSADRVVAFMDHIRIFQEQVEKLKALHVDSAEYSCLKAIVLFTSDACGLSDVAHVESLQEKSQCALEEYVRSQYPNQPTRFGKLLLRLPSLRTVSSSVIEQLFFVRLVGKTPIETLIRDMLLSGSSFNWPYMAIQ
EBV LMP1 NFkB: Epstein-Barr LMP1 NF-kappaB reporter inhibition; inhibition, % at 12.5 µM; AID 504558; LMP1-induced NF-kappaB luciferase reporter cells, luminescence; actives 0.69% (n = 350,000); in the data active = inhibition above about 41%;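 also: 0% = neutral control wells and 100% = reference inhibitor control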
KKLEB cytotox: counter-screen for CF NF-kB inhibitors: cytotoxicity. KKLEB CF airway cells viability, ATPlite luminescence, overnight; active compounds read low; cells stimulated with P. aeruginosa culture filtrate. activity change (cytotoxicity), % at 5 µM. actives 0.36% (n = 360,000). AID 602141;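 active = corrected activity change at or below -50% at 5 µM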
CF NFkB inh: cystic fibrosis NF-kB activation inhibition | inhibition, % at 5 µM | actives 0.86% (n = 360,000) | AID 588850 | KKLEB NF-kB-GFP reporter, PAF-induced, GFP fluorescence overnight;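 active = at least 50% inhibition at 5 µM, scaled per plate between neutral and stimulator controls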;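 also: PAF is a Pseudomonas aeruginosa culture filtrate used as stimulus; plate controls were PAF-stimulated DMSO wells for no effect and unstimulated DMSO wells for full effect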
NR5A2 inv ag: NR5A2 inverse agonism in reporter assay. HEK293T StAR-luciferase reporter, LRH-1 transfected, 24 h. inhibition, % at 3.6 µM. actives 0.13% (n = 360,000);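 active = inhibition above the mean inhibition of all tested compounds plus 3 SD, cut at about 73% in these data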;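 also: 0% = DMSO wells and 100% = reporter-only cells lacking LRH-1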
Target sequence (O00482 whole entry, looked up): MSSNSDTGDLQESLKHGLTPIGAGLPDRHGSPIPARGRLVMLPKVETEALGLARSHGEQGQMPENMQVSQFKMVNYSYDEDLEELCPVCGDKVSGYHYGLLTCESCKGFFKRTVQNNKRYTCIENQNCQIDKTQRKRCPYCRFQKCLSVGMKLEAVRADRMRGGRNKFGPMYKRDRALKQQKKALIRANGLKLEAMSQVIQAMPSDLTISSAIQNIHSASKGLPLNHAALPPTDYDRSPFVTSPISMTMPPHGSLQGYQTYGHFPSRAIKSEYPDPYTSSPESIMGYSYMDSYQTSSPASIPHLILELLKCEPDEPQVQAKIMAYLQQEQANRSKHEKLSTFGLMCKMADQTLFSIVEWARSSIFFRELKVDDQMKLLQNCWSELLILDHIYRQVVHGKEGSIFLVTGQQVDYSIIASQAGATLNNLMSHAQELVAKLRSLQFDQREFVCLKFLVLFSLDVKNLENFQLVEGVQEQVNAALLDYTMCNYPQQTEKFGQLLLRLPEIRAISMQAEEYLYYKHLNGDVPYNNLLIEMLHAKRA
TRAIL sens C8: caspase-8 TRAIL sensitization | NB7+C8 cells + TRAIL, ATPlite viability luminescence | inhibition (viability loss, TRAIL sensitization), % at 10 µM | actives 1% (n = 360,000) | AID 624354;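 active = compounds causing at least 50% loss of cell viability in the single-dose screen, relative to plate controls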
Shn3 inh set2: reduces Shn3 3'UTR luciferase signal in osteoblasts; inhibition, % at 12.5 µM; actives 0.52% (n = 360,000); Clone20 osteoblast Shn3 3'UTR firefly luciferase, 24 h;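 active = mean inhibition of at least 75% with every replicate also reaching 75%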;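 also: 0% = median of neutral control wells and 100% = pilot-screen positive control compound; some compounds past the cut are filed as inactive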
NCOA3 inh: human NCOA3 inhibition; actives 0.17% (n = 360,000); AID 588352; Q9Y6Q9; HEK293 GAL4-SRC3 luciferase reporter, luminescence; inhibition, % at 3.6 µM;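 active = inhibition above a per-campaign cutoff, the mean of all compounds plus 3 SD, cut at about 60% in these data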;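 also: 0% = DMSO-treated cells and 100% = gossypol-treated cells at 36 µM; higher means less SRC3-driven luciferase light from the GAL4 reporter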
SRC1 inh: human NCOA1 inhibition. HEK293 GAL4-SRC1 luciferase reporter, luminescence. inhibition, % at 3.6 µM. actives 0.12% (n = 360,000). AID 588354;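 active = inhibition above the campaign mean plus 3 SD, with each screening campaign given its own cutoff, cut at about 60% in these data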;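 also: 0% = DMSO treated cells and 100% = gossypol at 36 µM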
Active calls of the source: *. Some of the compounds tested; rates above refer to the full screens.

What do the screens show for `Cc1noc(C)c1CSCc1ccc(Cl)cc1`?
TWEAK Fn14 block: -13; TROY signal inh: -16; NR2F2 inh: 12; EBV LMP1 NFkB: 2; KKLEB cytotox: -6; CF NFkB inh: 0; NR5A2 inv ag: 2; TRAIL sens C8: 0; Shn3 inh set2: 13; NCOA3 inh: 4; SRC1 inh: -6

How did O=C(NCC1CCCCC1)c1ccc(Br)o1 do in these assays?
TWEAK Fn14 block: 5; TROY signal inh: -14; NR2F2 inh: -3; EBV LMP1 NFkB: 4; KKLEB cytotox: 2; CF NFkB inh: 5; NR5A2 inv ag: 3; TRAIL sens C8: 11; Shn3 inh set2: 4; NCOA3 inh: 0; SRC1 inh: -12

Results for CCOC(=O)N1CCN(C(=O)c2cn(-c3ccc(C)c(C)c3)c(=O)c3ccccc23)CC1 ?
TWEAK Fn14 block: 1; TROY signal inh: -1; NR2F2 inh: 5; EBV LMP1 NFkB: 5; KKLEB cytotox: 0; CF NFkB inh: 2; NR5A2 inv ag: 18; TRAIL sens C8: -1; Shn3 inh set2: -3; NCOA3 inh: -2; SRC1 inh: 1

How did CN(CCO)c1c2c(nc3cc(-c4cccc(F)c4)nn13)CCCC2 do in these assays?
TWEAK Fn14 block: 6; TROY signal inh: 22; NR2F2 inh: -30; EBV LMP1 NFkB: -11; KKLEB cytotox: -8; CF NFkB inh: 12; NR5A2 inv ag: -164; TRAIL sens C8: 8; Shn3 inh set2: -56; NCOA3 inh: -79; SRC1 inh: -154

Results for C/C(CCCO)=N/Nc1ccc([N+](=O)[O-])cc1[N+](=O)[O-] ?
TWEAK Fn14 block: -18; TROY signal inh: 8; NR2F2 inh: 1; EBV LMP1 NFkB: 1; KKLEB cytotox: 1; CF NFkB inh: -17; NR5A2 inv ag: 2; TRAIL sens C8: -2; Shn3 inh set2: 18; NCOA3 inh: -6; SRC1 inh: 8

Results for CN(C)c1cccc(C(=O)N2CCCC(C(=O)c3cc(F)ccc3F)C2)c1 (stereo unspecified) ?
TWEAK Fn14 block: -17; TROY signal inh: 8; NR2F2 inh: 22; EBV LMP1 NFkB: 1; KKLEB cytotox: 5; CF NFkB inh: -3; NR5A2 inv ag: -21; TRAIL sens C8: -22; Shn3 inh set2: -51; NCOA3 inh: -1; SRC1 inh: -24

Results for COc1cc(CCNC(=O)c2ccccc2NC(=O)C2=C(C)OCCS2)cc(OC)c1OC ?
TWEAK Fn14 block: -3; TROY signal inh: -14; NR2F2 inh: 18; EBV LMP1 NFkB: 1; KKLEB cytotox: -5; CF NFkB inh: 9; NR5A2 inv ag: 15; TRAIL sens C8: 5; Shn3 inh set2: 17; NCOA3 inh: 8; SRC1 inh: 6

Results for O=c1c(Cc2c(F)cccc2Cl)c(O)ccn1Cc1ccc2c(c1)OCO2 ?
TWEAK Fn14 block: -9; TROY signal inh: 5; NR2F2 inh: 9; EBV LMP1 NFkB: 9; KKLEB cytotox: -16; CF NFkB inh: -24; NR5A2 inv ag: 9; TRAIL sens C8: -5; Shn3 inh set2: 1; NCOA3 inh: -2; SRC1 inh: 8

Results for N#Cc1ccc(CC(=O)c2ccccc2)[nH]c1=O ?
TWEAK Fn14 block: 20; TROY signal inh: -1; NR2F2 inh: -2; EBV LMP1 NFkB: 0; KKLEB cytotox: -4; CF NFkB inh: -6; NR5A2 inv ag: 25; TRAIL sens C8: -2; Shn3 inh set2: 2; NCOA3 inh: 3; SRC1 inh: 0

Results for Cc1ccccc1NC(=O)C[n+]1cc(-c2ccccc2)n2c1CCC2 ?
TWEAK Fn14 block: -1; TROY signal inh: 1; NR2F2 inh: 10; EBV LMP1 NFkB: -7; KKLEB cytotox: -6; CF NFkB inh: -8; NR5A2 inv ag: 6; TRAIL sens C8: 6; Shn3 inh set2: 10; NCOA3 inh: 6; SRC1 inh: -3

Random excerpt: 3 compounds from above.
Results for Cc1ccccc1NC(=O)C[n+]1cc(-c2ccccc2)n2c1CCC2 ?
TWEAK Fn14 block: -1; TROY signal inh: 1; NR2F2 inh: 10; EBV LMP1 NFkB: -7; KKLEB cytotox: -6; CF NFkB inh: -8; NR5A2 inv ag: 6; TRAIL sens C8: 6; Shn3 inh set2: 10; NCOA3 inh: 6; SRC1 inh: -3

Results for N#Cc1ccc(CC(=O)c2ccccc2)[nH]c1=O ?
TWEAK Fn14 block: 20; TROY signal inh: -1; NR2F2 inh: -2; EBV LMP1 NFkB: 0; KKLEB cytotox: -4; CF NFkB inh: -6; NR5A2 inv ag: 25; TRAIL sens C8: -2; Shn3 inh set2: 2; NCOA3 inh: 3; SRC1 inh: 0

Results for COc1cc(CCNC(=O)c2ccccc2NC(=O)C2=C(C)OCCS2)cc(OC)c1OC ?
TWEAK Fn14 block: -3; TROY signal inh: -14; NR2F2 inh: 18; EBV LMP1 NFkB: 1; KKLEB cytotox: -5; CF NFkB inh: 9; NR5A2 inv ag: 15; TRAIL sens C8: 5; Shn3 inh set2: 17; NCOA3 inh: 8; SRC1 inh: 6

(listing goes on)
How did O=C(OCC(=O)N1CCOCC1)c1ccccc1Br do in these assays?
TWEAK Fn14 block: -4; TROY signal inh: -25; NR2F2 inh: -15; EBV LMP1 NFkB: -5; KKLEB cytotox: 1; CF NFkB inh: -5; NR5A2 inv ag: -17; TRAIL sens C8: 13; Shn3 inh set2: -25; NCOA3 inh: -29; SRC1 inh: -33

What do the screens show for `N[C@@]12CCc3nonc3[C@]1(O)CC(c1ccccc1)=[N+]2[O-]`?
TWEAK Fn14 block: 2; TROY signal inh: -3; NR2F2 inh: -26; EBV LMP1 NFkB: -3; KKLEB cytotox: -1; CF NFkB inh: 2; NR5A2 inv ag: -10; TRAIL sens C8: 5; Shn3 inh set2: -14; NCOA3 inh: 0; SRC1 inh: 0

How did CCn1cc(CCC(=O)O)c(C)n1 do in these assays?
TWEAK Fn14 block: -12; TROY signal inh: -14; NR2F2 inh: -7; EBV LMP1 NFkB: 4; KKLEB cytotox: -5; CF NFkB inh: 32; NR5A2 inv ag: 5; TRAIL sens C8: 21; Shn3 inh set2: -20; NCOA3 inh: -17; SRC1 inh: 0

Results for Cc1c(NC(=O)c2ccc(S(=O)(=O)Nc3ccccc3F)cc2)c(=O)n(-c2ccccc2)n1C ?
TWEAK Fn14 block: 3; TROY signal inh: -5; NR2F2 inh: -10; EBV LMP1 NFkB: -2; KKLEB cytotox: -9; CF NFkB inh: 15; NR5A2 inv ag: 1; TRAIL sens C8: -16; Shn3 inh set2: -1; NCOA3 inh: 2; SRC1 inh: -24

What do the screens show for `O=C(NCc1ccco1)C(c1ccc(F)cc1)N(CC1CCCO1)C(=O)Cn1nnc2ccccc21` (stereo unspecified)?
TWEAK Fn14 block: 10; TROY signal inh: -14; NR2F2 inh: -15; EBV LMP1 NFkB: 3; KKLEB cytotox: -2; CF NFkB inh: 9; NR5A2 inv ag: 16; TRAIL sens C8: -5; Shn3 inh set2: -6; NCOA3 inh: 24; SRC1 inh: 5

Results for COc1ccc(C)cc1NC(=O)C1CCCN(S(=O)(=O)c2ccc3[nH]c(=O)ccc3c2)C1 (stereo unspecified) ?
TWEAK Fn14 block: 4; TROY signal inh: -19; NR2F2 inh: -1; EBV LMP1 NFkB: 0; KKLEB cytotox: -2; CF NFkB inh: -4; NR5A2 inv ag: 14; TRAIL sens C8: 8; Shn3 inh set2: 17; NCOA3 inh: -6; SRC1 inh: 9

Results for CN1CCN(C(=O)c2ccc(Cn3cc(Cl)cn3)o2)CC1 ?
TWEAK Fn14 block: 4; TROY signal inh: -12; NR2F2 inh: 8; EBV LMP1 NFkB: -3; KKLEB cytotox: 2; CF NFkB inh: -5; NR5A2 inv ag: -12; TRAIL sens C8: 4; Shn3 inh set2: 3; NCOA3 inh: -2; SRC1 inh: 4

How did Cc1ccc(NC(=O)CN(C)C(=O)CN2C(=O)NC(C)(c3ccccc3)C2=O)cc1 (stereo unspecified) do in these assays?
TWEAK Fn14 block: 1; TROY signal inh: 1; NR2F2 inh: 0; EBV LMP1 NFkB: -3; KKLEB cytotox: -19; CF NFkB inh: 15; NR5A2 inv ag: 6; TRAIL sens C8: -12; Shn3 inh set2: 6; NCOA3 inh: -8; SRC1 inh: 5

What do the screens show for `COC(=O)c1ccc(CSc2nnc3sc4ccccc4n23)o1`?
TWEAK Fn14 block: 21; TROY signal inh: 12; NR2F2 inh: -11; EBV LMP1 NFkB: 4; KKLEB cytotox: 8; CF NFkB inh: -13; NR5A2 inv ag: -19; TRAIL sens C8: 2; Shn3 inh set2: -13; NCOA3 inh: 8; SRC1 inh: 0

What do the screens show for `O=C(CSc1nccc(=O)[nH]1)NN(c1ccccc1)c1ccccc1`?
TWEAK Fn14 block: 16; TROY signal inh: 7; NR2F2 inh: -2; EBV LMP1 NFkB: 1; KKLEB cytotox: 0; CF NFkB inh: -3; NR5A2 inv ag: 3; TRAIL sens C8: 0; Shn3 inh set2: -8; NCOA3 inh: 4; SRC1 inh: -5

What do the screens show for `CC(C)(C)n1ncc(Oc2ccccc2[N+](=O)[O-])c(Cl)c1=O`?
TWEAK Fn14 block: 11; TROY signal inh: 12; NR2F2 inh: 0; EBV LMP1 NFkB: -1; KKLEB cytotox: 12; CF NFkB inh: -6; NR5A2 inv ag: 8; TRAIL sens C8: 5; Shn3 inh set2: 45; NCOA3 inh: 10; SRC1 inh: -1

How did Cc1[nH]nc(S(=O)CC(=O)O)c1[N+](=O)[O-] (stereo unspecified) do in these assays?
TWEAK Fn14 block: 61*; TROY signal inh: 88*; NR2F2 inh: 6; EBV LMP1 NFkB: -4; KKLEB cytotox: -4; CF NFkB inh: -17; NR5A2 inv ag: 2; TRAIL sens C8: 1; Shn3 inh set2: -15; NCOA3 inh: 18; SRC1 inh: 18

Results for O=C(Cc1c(F)cccc1Cl)Nc1cc(S(=O)(=O)N2CCOCC2)ccc1N1CCOCC1 ?
TWEAK Fn14 block: -11; TROY signal inh: -17; NR2F2 inh: -7; EBV LMP1 NFkB: 0; KKLEB cytotox: -7; CF NFkB inh: 15; NR5A2 inv ag: 7; TRAIL sens C8: 2; Shn3 inh set2: 6; NCOA3 inh: -9; SRC1 inh: -10

What do the screens show for `CC(NC(=O)C(=O)N/N=C/c1ccc(Cl)cc1)c1ccccc1` (stereo unspecified)?
TWEAK Fn14 block: -1; TROY signal inh: 2; NR2F2 inh: -21; EBV LMP1 NFkB: 14; KKLEB cytotox: 8; CF NFkB inh: -4; NR5A2 inv ag: 4; TRAIL sens C8: -4; Shn3 inh set2: -6; NCOA3 inh: 11; SRC1 inh: -8

How did CCNC(=O)C1(c2ccccc2)CCCC1 do in these assays?
TWEAK Fn14 block: 5; TROY signal inh: 9; NR2F2 inh: -18; EBV LMP1 NFkB: -5; KKLEB cytotox: 0; CF NFkB inh: -2; NR5A2 inv ag: 4; TRAIL sens C8: 3; Shn3 inh set2: -5; NCOA3 inh: 18; SRC1 inh: -8
